DT40 TDP1 no CPT: qHTS for Inhibitors of human tyrosyl-DNA phosphodiesterase 1 (TDP1): qHTS in cells in absence of CPT; DT40 Tdp1-/- hTDP1 cells, no CPT, ATP luminescence, 48 h; Potency, µM (highest dose often 46.2 µM), for the others: at the top dose activity change, negative = growth inhibition, hits mostly inhibitors; 15% of 420,000 active; AID 686978, 2013; note: nearly all actives have a fitted effect of over 55% in size
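DT40 Tdp1-/-;hTDP1 cells, no CPT (DMSO vehicle only), 400 cells/well; compounds pin-transferred; ≥48 hr, 37 °C; CellTiter-Glo 30 min RT dark, luminescence read.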
TDP1 block: TDP1 (human) enzyme inhibition; Q9NUW8; recombinant TDP1, AlphaScreen DNA substrate cleavage; Potency, µM (series often up to 130 µM), without a hit: at the top dose activity change, negative = inhibition, most hits filed as inhibitors; 0.28% of 350,000 active; AID 485290; note: nearly all actives have a fitted effect of over 40% in size
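Tdp1 1 nM final; 15 min RT w/ cpd; substrate 15 nM, 5 min; beads 10 ug/ml, 10 min; AlphaScreen read. Neg ctrl: no enzyme.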
GCN5L2 inh: inhibitors of human GCN5L2 histone acetyltransferase; Q92830; GCN5L2 HAT assay, ThioGlo1 CoA-SH fluorescence; Potency, µM (series often up to 58.9 µM), without a hit: at the highest dose activity change, negative = inhibition, hits mostly inhibitors; 0.21% of 390,000 active; AID 504327
Target sequence (Q92830 whole entry, looked up): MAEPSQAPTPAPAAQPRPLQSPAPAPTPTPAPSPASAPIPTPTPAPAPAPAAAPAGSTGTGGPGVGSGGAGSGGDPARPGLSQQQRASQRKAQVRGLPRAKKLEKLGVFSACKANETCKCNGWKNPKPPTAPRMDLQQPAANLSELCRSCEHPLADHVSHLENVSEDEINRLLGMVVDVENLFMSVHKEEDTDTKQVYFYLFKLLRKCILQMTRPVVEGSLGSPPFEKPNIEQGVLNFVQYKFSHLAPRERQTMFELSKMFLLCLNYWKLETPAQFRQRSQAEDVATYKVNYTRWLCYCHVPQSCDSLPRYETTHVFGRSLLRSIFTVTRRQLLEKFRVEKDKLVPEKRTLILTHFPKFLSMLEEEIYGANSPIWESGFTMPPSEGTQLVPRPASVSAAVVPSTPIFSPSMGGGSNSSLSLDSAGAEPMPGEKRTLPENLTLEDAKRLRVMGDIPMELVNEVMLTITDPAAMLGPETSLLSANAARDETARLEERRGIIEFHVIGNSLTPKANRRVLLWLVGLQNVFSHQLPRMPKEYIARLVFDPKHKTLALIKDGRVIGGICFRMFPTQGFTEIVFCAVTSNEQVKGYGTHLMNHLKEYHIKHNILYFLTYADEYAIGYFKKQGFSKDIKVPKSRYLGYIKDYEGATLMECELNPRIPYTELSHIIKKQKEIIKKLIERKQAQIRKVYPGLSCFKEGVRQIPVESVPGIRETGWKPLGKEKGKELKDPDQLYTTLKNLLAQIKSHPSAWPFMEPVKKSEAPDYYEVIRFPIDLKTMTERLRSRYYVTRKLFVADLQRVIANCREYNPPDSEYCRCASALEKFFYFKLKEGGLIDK
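Enzyme at 20nM final was mixed with library compounds for 15 min at room temperature. Peptide H3(1-25) at 75uM, acetyl-CoA at 70uM and ThioGlo1 at 50uM were then added. Plates were read immediately and after 20 min (Ex340nm/Em540nm).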
An asterisk follows results filed as active; ? = inconclusive; nt = not tested or not shown; & = joins results of further samples; ! = repeats disagree; [ ] = remark or other dose. Calls come from the whole dose curve; as a rule, active = well fitted curve in the direction sought with a large enough effect; inconclusive = small, poorly fitted or top-dose-only effect, or another doubt; inactive = no such curve, though single readings can be large; an effect the other way counts as inactive or inconclusive. % is set by controls: 0 for no effect and ±100 for the full control effect; potency is the fitted concentration of half-maximal effect. Not all compounds are listed, so the mix of outcomes need not match the whole.

SMILES	DT40 TDP1 no CPT	TDP1 block	GCN5L2 inh
COc1ccc(Br)cc1C1C(C(=O)Nc2ccc(C)cc2C)=C(C)Nc2ncnn21 (centres undefined)	-25%	5%	-4%
O=C(CN1CCOCC1)N1CCc2ccccc2C(c2ccccc2)C1 (centres undefined)	?	8%	-7%
CC(C)C12CN(C(=O)c3ccccc3[N+](=O)[O-])CC(C(C)C)(CN(C(=O)c3ccccc3[N+](=O)[O-])C1)C2=O	?	nt	-32%
O=C(NCC(=O)N(c1cccnc1)C(C(=O)NC1CCCC1)c1ccccc1F)c1ccco1 (centres undefined)	-27%	nt	-3%
CCCNC(=O)c1ccc2c(c1)N(Cc1cccc(C)c1)C(=O)c1ccccc1S2	-12%	5%	-16%
O=S(=O)(c1cccc(NC(=S)N2CCN(c3cccc(Cl)c3)CC2)c1)C(F)F	?	2%	-7%
N/C(=N\c1nc(CSc2nnnn2-c2ccccc2)cc(=O)[nH]1)Nc1ccccc1	nt	5%	-4%
CCOC(=O)C1[C@H]2C(=O)N(C(C)c3ccc(OC)cc3)C[C@]23C=C[C@H]1O3 (some centres undefined)	0%	2%	-12%
Cc1ccc(C)c(CN2C(=O)c3ccccc3S(=O)(=O)c3ccc(C(=O)N4CCN(Cc5ccccc5)CC4)cc32)c1	6.5µM*	5%	-6%
Cc1ccc(Cl)cc1N(C)C(=O)c1cn(C2CCCCC2)c(=O)c2c1c1ccccc1n2C	?	5%	-9%
CC1CCN(C(=O)C(NS(=O)(=O)c2cccc3nsnc23)C(C)C)CC1 (centres undefined)	-2%	0%	-8%
O=C1CN(Cc2ccccc2)C(=NCc2ccco2)S1	-18%	5%	2%
CC(C)Nc1nnc(SCC(=O)c2c(N)n(Cc3ccccc3)c(=O)n(C)c2=O)s1	-14%	6%	-2%
COc1ccc(OCCCC(=O)OCC(=O)Nc2ccc(Cl)cn2)cc1	2%	-3%	-6%
Cc1cc(OC(=O)c2cc(Cl)ccc2Cl)c([N+](=O)[O-])c(=O)[nH]1	9%	nt	-1%
CC(C)(C)C1CCC(=NNC(=O)c2ccc(Br)o2)CC1 (centres undefined)	-7%	5%	1%
CC(Sc1ccc(Cl)cc1)C(=O)NNC(=O)c1csc(N2CCOCC2)n1 (centres undefined)	-10%	1%	-22%
COCc1cc(C)c2c(N)c(C#N)sc2n1	-9%	-7%	-18%
CCCc1cc(=O)[nH]c(SCC(=O)c2[nH]c(C)c(C(=O)OCC)c2C)n1	-24%	7%	1%
CCOC(=O)N(NC(=O)C(O)(CC(C)C)CC(C)C)c1ccccc1	2%	3%	-10%
O=C(NCc1ccc(N2CCCC2=O)cc1)Nc1cccc2ccccc12	-13%	1%	-28%
CC(=O)Nc1ccc2nc3c(=O)n(C)c(=O)n(C)c3nc2c1C	6%	-1%	1%
O=C(Nc1ccccn1)C1CCN(c2ncnc3c2nc2n3CCCCC2)CC1	?	0%	-4%
N=c1n(CCO)c2ccccc2n1CCOc1ccc(F)cc1	-82%	nt	-7%
CCC(C(=O)NCCc1ccc(Cl)cc1)n1nc(C)c2c(C)n(-c3ccccc3)nc2c1=O (centres undefined)	?	0%	-11%

Some of these compounds in order of formula weight, low to high:
SMILES	DT40 TDP1 no CPT	TDP1 block	GCN5L2 inh
O=C1CN(Cc2ccccc2)C(=NCc2ccco2)S1	-18%	5%	2%
CCOC(=O)C1[C@H]2C(=O)N(C(C)c3ccc(OC)cc3)C[C@]23C=C[C@H]1O3 (some centres undefined)	0%	2%	-12%
Cc1ccc(C)c(CN2C(=O)c3ccccc3S(=O)(=O)c3ccc(C(=O)N4CCN(Cc5ccccc5)CC4)cc32)c1	6.5µM*	5%	-6%

Continuation.
SMILES	DT40 TDP1 no CPT	TDP1 block	GCN5L2 inh
O=C(Cc1ccccc1)Nc1cccc(NC(=O)c2ccccc2)c1	?	nt	-3%
O=C1C=CN2CCCC2CC1 (centres undefined)	?	0%	-3%
O=C(CSc1nnc(CNc2ccc(F)cc2)o1)N1CCN(C(=O)c2ccco2)CC1	-15%	7%	0%
COc1cc(NC(=O)COc2cccc(C)c2C)ccc1NC(=O)c1ccco1	?	-4%	-10%
OCC[C@@H]1C[C@H](O)[C@@H](O)[C@]2(Cc3ccccc3CCO2)O1	-18%	nt	-4%
CCCCOc1nc(N)nc(-c2ccccc2)n1	-5%	4%	-3%
CC1(OC(=O)CCc2ccccc2)C(=O)C=C2C=C3CCCN3C=C2C1=O (centres undefined)	-2%	4.5µM*!	-17%
CCOC(=O)c1cccc(N2C(=O)c3ccccc3S2(=O)=O)c1	13%	4%	2%
COc1ccc(NC(=O)CS(=O)CC(=O)N2CCN(C3CCCC3)CC2)cc1 (centres undefined)	0%	3%	4%
O=C(COC(=O)C1CC2CCCC(C1)C2=O)Nc1cccc(F)c1 (centres undefined)	-14%	2%	2%
O=C(OCC(=O)N1CCCC1)c1c2c(nc3ccccc13)CCCCC2	?	4%	1%
CCn1c(=S)sc2c(=O)n(CC(=O)Nc3ccc(C(C)=O)cc3)c(C)nc21	-7%	3%	-3%
Cc1cccc(-n2cc(-c3ccccc3)c3c(N4CCC(C)CC4)ncnc32)c1	?	5%	2%
CC(C)Cn1c(SCC(=O)NC(=O)Nc2ccc3c(c2)OCCO3)nc2ccccc2c1=O	?	-4%	-1%
O=C(/C=C/Nc1ccccc1O)c1ccco1	?	nt	-3%
CCCN1CCC(NC(=O)Nc2cccc3ccccc23)CC1	13%	4%	-7%
O=C(Cn1cnc([N+](=O)[O-])n1)N/N=C/c1cccc(Cl)c1	0%	-1%	-2%
CC(NC(=O)/C=C/c1cnc2ccccc2n1)C12CC3CC(CC(C3)C1)C2 (centres undefined)	18µM*	0%	44%[activator]
COC(=O)c1c(C)[nH]c(C=Nc2ccc(OC)cc2)c1C	-12%	5%	-6%
COc1ccc(CC2C(=O)OC(C)(C)OC2=O)cc1	-7%	0%	-2%
COc1cc(C(=O)NNC(=S)NC(=O)c2ccccc2C)cc(OC)c1OC	?	8%	3%
Cc1nn(C)c(C)c1NC(=O)CSc1nnc(C)n1-c1ccccc1	-21%	4%	2%
CCC(C)n1[nH]c(=O)cc1N (centres undefined)	-7%	5%	0%
COc1ccc2c(c1)c1c(c(=O)n(-c3ccccc3C)c(=O)n1CC(=O)NCc1ccc(C)cc1)n2C	13µM*	6%	-4%
Cc1ccc(C)c(C(=O)CSc2nnnn2C(C)C)c1	-13%	0%	0%
Next results follow:
SMILES	DT40 TDP1 no CPT	TDP1 block	GCN5L2 inh
COC(=O)c1ccc(C23CC4(C2)[C@H](CN(Cc2ccc(C(F)(F)F)cc2)[C@@H]4c2ccccc2)C3c2ccc(C(F)(F)F)cc2)cc1 (some centres undefined)	nt	9%&4%	-3%
O=C(O)C(Cc1ccccc1)n1cnnn1 (centres undefined)	-1%	7%	-4%
COc1cccc(C2=Nc3cccc4cccc(c34)N2)c1	?	-4%	37%[activator]
COc1ccc(-c2noc(-c3ccc(NC4CCCCC4)c([N+](=O)[O-])c3)n2)cc1OC	?	11%	0%
O=C(COC(=O)c1ccccc1NC(=O)c1ccco1)NC1CC1	3%	-3%	-2%
CCN1CCN(c2ccc(NC(=O)c3ccc(Br)o3)cc2)CC1	2%	5%	-24%
COc1ccc(-c2nc3sc(CCNC(=O)c4cc(OC)c(OC)c(OC)c4)c(C)n3n2)cc1	16µM*	0%	-2%
COc1ccccc1OCCC(=O)OCC(=O)Nc1ccc(S(=O)(=O)N2CCOCC2)cc1	8%	1%	-3%
CC(C)c1nc(CN2CCCCC2)cc(=O)[nH]1	-8%	0%	-10%
CCn1c(=O)cc(N2CCC3(CC2)OCCO3)[nH]c1=O	-3%	-7%	0%
CS(=O)(=O)N(CCCC(=O)N1CCCCCC1)c1cccc(Cl)c1	1%	nt	1%
Cc1cc(Oc2c(C(F)(F)F)oc3c(CN4CCC(C)CC4)c(O)ccc3c2=O)cc(C)c1Cl	-2%	1%	-6%
Cc1cc2ccccn2c1C(=O)c1ccc(C#N)cc1	23µM*	nt	0%
COc1ccccc1C1(O)CCN(CC(=O)Nc2nc(-c3ccccc3)cs2)CC1	?	7%	-6%
COc1ccc(C(C)=O)cc1COc1cccnc1[N+](=O)[O-]	16µM*	nt	-5%
CC(=O)Nc1cccc(C(=O)OCc2ccc(C(=O)Oc3ccc(Cl)cc3)cc2)c1	-5%	-1%	?
Cc1cccc(NC(=O)CN2C(=O)NC(C)(c3ccc4ccccc4c3)C2=O)n1 (centres undefined)	-20%	1%	-5%
O=C(NCc1ccccc1)C(=O)NCC1OCCN1C(=O)c1ccc(Cl)cc1 (centres undefined)	-23%	1%	5%
Cn1c(SCC(=O)c2ccc(F)cc2)nnc1-c1cccnc1	-15%	3%	-5%
Cc1ccc(SC2CC(=O)N(c3ccc4c(c3)OCCO4)C2=O)cc1 (centres undefined)	?	3%	-2%
O=C(NC1CCCCC1)C1CCN(C(=O)c2ccc(Cl)cc2)CC1	-15%	6%	-1%
CC(=O)N(C(C)=O)n1c(/C=C/c2ccc([N+](=O)[O-])cc2)nc2ccccc2c1=O	?	-3%	-3%
O=C(c1noc2c1CCCC2)N1CCN(c2ccc(F)cc2)CC1	?	5%	-4%
Cc1ccnc(NS(=O)(=O)c2ccc(NC(=O)/C=C/c3ccccc3)cc2)n1	-10%	8%	2%
O=C(Nc1nnc(SCCN2CCOCC2)s1)C1CC(=O)N(c2ccccc2)C1 (centres undefined)	-4%	4%	-4%
COc1cc2c(cc1OC)n(CC(=O)c1cc(C)ccc1C)c(=O)n1nc(CCn3nc(C)cc3C)nc21	-23%	2%	-2%

In the list so far, 12 have a Cl atom:
SMILES	DT40 TDP1 no CPT	TDP1 block	GCN5L2 inh
O=S(=O)(c1cccc(NC(=S)N2CCN(c3cccc(Cl)c3)CC2)c1)C(F)F	?	2%	-7%
Cc1ccc(Cl)cc1N(C)C(=O)c1cn(C2CCCCC2)c(=O)c2c1c1ccccc1n2C	?	5%	-9%
COc1ccc(OCCCC(=O)OCC(=O)Nc2ccc(Cl)cn2)cc1	2%	-3%	-6%
Cc1cc(OC(=O)c2cc(Cl)ccc2Cl)c([N+](=O)[O-])c(=O)[nH]1	9%	nt	-1%
CC(Sc1ccc(Cl)cc1)C(=O)NNC(=O)c1csc(N2CCOCC2)n1 (centres undefined)	-10%	1%	-22%
CCC(C(=O)NCCc1ccc(Cl)cc1)n1nc(C)c2c(C)n(-c3ccccc3)nc2c1=O (centres undefined)	?	0%	-11%
O=C(Cn1cnc([N+](=O)[O-])n1)N/N=C/c1cccc(Cl)c1	0%	-1%	-2%
CS(=O)(=O)N(CCCC(=O)N1CCCCCC1)c1cccc(Cl)c1	1%	nt	1%
Cc1cc(Oc2c(C(F)(F)F)oc3c(CN4CCC(C)CC4)c(O)ccc3c2=O)cc(C)c1Cl	-2%	1%	-6%
CC(=O)Nc1cccc(C(=O)OCc2ccc(C(=O)Oc3ccc(Cl)cc3)cc2)c1	-5%	-1%	?
O=C(NCc1ccccc1)C(=O)NCC1OCCN1C(=O)c1ccc(Cl)cc1 (centres undefined)	-23%	1%	5%
O=C(NC1CCCCC1)C1CCN(C(=O)c2ccc(Cl)cc2)CC1	-15%	6%	-1%

Compound activity: PubChem BioAssay, National Center for Advancing Translational Sciences (NCATS)
